Compound activity: PubChem, National Center for Advancing Translational Sciences (NCATS)
S-ASM inh: inhibitors of human secretory acid sphingomyelinase | 340,000 compounds, 0.006% hits | P17405 | AID 504937 | placental ASM, HMU-PC fluorogenic substrate, 60 min | Potency, µM (top dose mostly 57.5 µM), for inactives: top-dose activity change, negative = inhibition, most hits filed as inhibitors; also: potency is read from the fitted curve at half-maximal effect
Target sequence (P17405 47-631 limits assumed): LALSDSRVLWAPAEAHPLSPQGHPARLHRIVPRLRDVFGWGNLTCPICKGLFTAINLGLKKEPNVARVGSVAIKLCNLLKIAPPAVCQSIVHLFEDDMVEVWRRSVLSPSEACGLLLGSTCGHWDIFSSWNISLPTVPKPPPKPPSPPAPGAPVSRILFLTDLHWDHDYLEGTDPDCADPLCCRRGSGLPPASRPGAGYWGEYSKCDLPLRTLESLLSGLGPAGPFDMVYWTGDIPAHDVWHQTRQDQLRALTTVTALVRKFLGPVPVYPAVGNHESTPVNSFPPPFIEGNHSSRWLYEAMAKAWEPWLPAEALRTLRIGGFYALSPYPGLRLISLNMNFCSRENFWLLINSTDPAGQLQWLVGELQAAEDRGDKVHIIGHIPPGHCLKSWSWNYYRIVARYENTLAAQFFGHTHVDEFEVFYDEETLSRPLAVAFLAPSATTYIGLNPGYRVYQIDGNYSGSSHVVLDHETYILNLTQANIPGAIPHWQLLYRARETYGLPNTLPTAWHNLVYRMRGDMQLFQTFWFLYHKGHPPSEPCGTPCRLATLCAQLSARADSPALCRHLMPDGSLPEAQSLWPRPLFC
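Fluorescence read-out (Ex 386 nm, Em 447 nm) after stopping the reaction at pH 10. Enzyme: ASM from human placenta; substrate HMU-PC0, 9 uM final; 60 min, 37 °C. Compound preincubation 10 min, ambient temperature.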
BCR signal inh: chronic active BCR signaling inhibition; 340,000 compounds, 0.05% hits; ABC-DLBCL IkBa-CBG/CBR reporter, luminescence ratio, 4 h; Potency, µM (highest dose often 46.1 µM), inactives show top-dose ratio change, negative = lower green/red ratio, actives largely listed as inhibitors; active = well fitted inhibition curve with a large enough effect in the signal ratio, with a control signal flat, not every such curve was filed as active; inconclusive = small, poorly fitted or top-dose-only effect, or effect the other way, or a change in a side signal; the % refers to the signal ratio;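 also: potency is read from the fitted curve at half-maximal effect; plate controls were basal doxycycline-induced cells for no effect and cells given 10 µM MG132 for full effect; MG132 reads +100%, hits lower the ratio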
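TMD8 ABC-DLBCL cells carrying doxycycline-inducible green luciferase fused to IkappaBalpha plus unfused red luciferase were exposed to compounds (up to 46 uM) for 4 hrs at 37C. Activity came from the overlap-corrected green/red luminescence ratio.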
Tb PFK inh: inhibitors of T. brucei phosphofructokinase. O15648. T. brucei PFK, ADP-Glo luminescence. Potency, µM (titrated, usually from 57.5 µM), for the others: at the highest dose activity, negative = inhibition, most hits filed as inhibitors. 330,000 compounds, 0.17% hits;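 also: potency is read from the fitted curve at half-maximal effect; 0% = uninhibited 1x PFK enzyme wells and -100% = no-enzyme wells; nearly all actives have a fitted effect of over 60% in size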
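Activity is normalized to no-enzyme wells (full inhibition) and 1.25 nM enzyme wells (no inhibition). Reaction: 0.5 mM F6P, 0.1 mM ATP, 45 min RT, ADP-Glo luminescence; concentration-response curves fitted and classed by quality.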
PTAP TSG101 blk: blocks PTAP/TSG101 interaction to inhibit HIV-1 budding. Q99816. Fluorescence polarization, FITC-PTAP peptide / Tsg101 binding. Potency, µM (highest dose often 115 µM), without a hit: at the highest dose activity change, negative = inhibition, usual class: inhibitors. 340,000 tested, under 10 active. AID 493005; active = well fitted inhibition curve with a large enough effect in the main read-out, with a control signal flat, not every such curve was filed as active; inconclusive = small, poorly fitted or top-dose-only effect, or effect the other way, or a change in a side signal; inactive = no such curve, though single readings can be large or run the other way; also: potency is read from the fitted curve at half-maximal effect; % of control where 0% means no effect
Target sequence (Q99816 whole entry, looked up): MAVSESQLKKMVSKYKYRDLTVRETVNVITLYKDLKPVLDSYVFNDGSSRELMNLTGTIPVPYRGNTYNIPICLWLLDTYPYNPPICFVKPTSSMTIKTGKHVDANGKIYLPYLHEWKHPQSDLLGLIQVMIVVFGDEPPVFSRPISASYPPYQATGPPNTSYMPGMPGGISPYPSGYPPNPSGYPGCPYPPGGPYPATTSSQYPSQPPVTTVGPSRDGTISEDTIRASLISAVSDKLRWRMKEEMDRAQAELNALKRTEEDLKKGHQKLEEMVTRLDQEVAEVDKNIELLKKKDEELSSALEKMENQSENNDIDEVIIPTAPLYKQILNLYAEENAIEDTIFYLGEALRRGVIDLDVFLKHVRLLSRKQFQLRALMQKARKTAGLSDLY
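Compounds were pin-transferred onto Tsg101 binding domain (10 uM final) in HEPES pH 7.5 buffer, then FITC-PTAP peptide was added at 50 nM final. After 20 min at RT, polarization reported peptide displacement across a qHTS concentration series.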
AT treatment: candidate therapy for ataxia-telangiectasia. AID 485349. Potency, µM (top dose mostly 57.5 µM), for the others: top-dose activation, hits mostly activators. […] A-T fibroblasts, KAP-1 phosphorylation AlphaLISA; neocarzinostatin DNA damage 30 min before lysis. 320,000 compounds, 0.19% hits; also: potency is read from the fitted curve at half-maximal effect; % of control where 0% means no effect; nearly all actives have a fitted effect of over 45% in size
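hTERT-immortalized A-T patient fibroblasts ([…]), 500 cells/well in OPTI-MEM, 1% FBS, got compounds for 60 min, then NCS for 30 min at 37C. Lysates were then assayed for phospho-KAP-1 by AlphaLISA (anti-pKAP1 donor, anti-KAP1 acceptor beads), 6 hr at 25C.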
Mito fusion yeast: mitochondrial division inhibition or fusion activation. S. cerevisiae fusion-defective mutant growth rescue, CellTiterGlo 48 h. Potency, µM (series often up to 46.1 µM), without a hit: top-dose growth rescue (activation), actives largely listed as activators. 320,000 compounds, 0.23% hits. AID 485298;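 also: potency is read from the fitted curve at half-maximal effect; % of control where 0% means no effect; nearly all actives have a fitted effect of over 45% in size; temperature-sensitive fusion mutants such as fzo1-1 at 37 °C on non-fermentable ethanol glycerol medium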
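Compounds are tested for their ability to restore growth of mitochondrial fusion-defective yeast strains at non-permissive 37C in YPEG medium over 48 hours. Viability is quantified by luciferase luminescence.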
Eya2 inh: Eya2 (human) phosphatase inhibition; O00167; recombinant Eya2, OMFP fluorescence dephosphorylation (OMFP is methylfluorescein phosphate); Potency, µM (titrated, usually from 76.9 µM), for inactives: at the highest dose activity, negative = inhibition, hits mostly inhibitors; 330,000 compounds, 0.006% hits; AID 488837; also: potency is read from the fitted curve at half-maximal effect; % is scaled to controls: 0 for no effect and ±100 for the full control effect
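Eya2 protein (added as 0.2 uM solution) was preincubated with compound for 10 min at ambient temperature in 50 mM HEPES pH 7.5, 50 mM NaCl, 5 uM MgCl2, 0.05% BSA, 1 mM DTT. OMFP (added at 50 uM) then reacted 10 min; fluorescence read at 485/525 nm.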
ELG1 repair inh: ELG1-dependent DNA repair inhibition. 330,000 compounds, 2.3% hits. Potency, µM (highest dose often 46.1 µM), for inactives: at the top dose activity change, negative = inhibition, usual class: inhibitors. HEK293T ELG1-luciferase reporter, luminescence, 16 h; DNA damage induced by 5-fluorouridine. AID 504467; also: potency is read from the fitted curve at half-maximal effect; % is scaled to controls: 0 for no effect and ±100 for the full control effect; nearly all actives have a fitted effect of over 55% in size
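5-Fluorouridine DNA damage + compound/DMSO, 2,000 cells/well, 16 h, 37 °C/5% CO2. ONE-Glo, 30 min RT, luminescence. Readout = decrease in reporter signal.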
TSHR antag: antagonists of human thyroid stimulating hormone receptor; P16473; TSHR-expressing cells, TSH-stimulated cAMP HTRF, 2 h; stronger effect = lower value; activity change, negative = inhibition, % at 11.5 µM; 330,000 compounds, 0.2% hits; AID 504810;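 active = activity change below a set negative limit, meaning inhibition stronger than a set level, cut at about -70% in these data; inconclusive = activity change between two set negative limits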; also: % is scaled to controls: 0 for no effect and ±100 for the full control effect
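Inhibition of cAMP made by TSHR-expressing cells under TSH stimulation (4nM final, EC80; 2 h, 37 deg C) is quantified with a one-step lysis HTRF kit, anti-cAMP cryptate versus cAMP-d2.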
TCR activator: activators of T cell receptors. primary human leukocytes, anti-CD3, IL-2 HTRF, 48 h. Potency, µM (series often up to 9.22 µM), for inactives: at the top dose activation of IL-2 secretion, hits mostly activators. 330,000 tested, under 10 active. AID 504894; also: % of control where 0% means no effect
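Human primary leukocytes + a-CD3 beads + cpd, 48 hr; IL-2 in supernatant by HTRF (ex 320nm / em 665nm). No co-stimulatory signal supplied.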
Integrin act MD: activators of alpha7 integrin expression for muscular dystrophy | 350,000 compounds, 0.064% hits | alpha7betagal myoblasts, beta-gal FDG fluorescence, 48 h | Potency, µM (titrated, usually from 38.3 µM), for the others: at the highest dose activation, most hits filed as activators;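 also: potency is read from the fitted curve at half-maximal effect; 100% = response of the positive control SU9516; nearly all actives have a fitted effect of over 60% in size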
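alpha7betagal+/- myoblasts (passage 13, 250/well) treated 48 h at 37C with compounds at 1:260 dilution of DMSO stock. Lysed, then beta-galactosidase activity read as FDG fluorescence (ex 480/em 540) after 30 min, with pre-read for autofluorescence.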
Numbers without * were called inactive; ? = inconclusive; · = not tested or not shown; [ ] = dose if it differs, or a comment. Unless noted, calls follow the shape of the dose curve; as a rule, active = well fitted curve in the direction sought with a large enough effect; inconclusive = small, poorly fitted or top-dose-only effect, or another doubt; inactive = no such curve, though single readings can be large; an effect the other way counts as inactive or inconclusive.

SMILES	S-ASM inh	BCR signal inh	Tb PFK inh	PTAP TSG101 blk	AT treatment	Mito fusion yeast	Eya2 inh	ELG1 repair inh	TSHR antag	TCR activator	Integrin act MD
CCCCn1c(=O)[nH]c(=O)c2c1nc(-c1cc(Br)ccc1OC)n2C	-17%	-3%	3%	-11%	3%	3%	-7%	?	-9	-4%	-25%
CN(C)S(=O)(=O)c1ccc(NC(=O)COC(=O)C2CC3CCCC(C2)C3=O)cc1 (stereo not drawn)	-1%	-8%	12%	-6%	-5%	4%	-10%	-8%	-1	14%	19%
CC(C)OC(=O)c1ccc(NC(=O)C2C3CC4OC(=O)C2C4C3)cc1 (stereo not drawn)	0%	20%	-1%	-3%	2%	-1%	8%	?	3	2%[46.1 µM]	-6%
CCC(C)[C@H](NC(=O)Nc1cccc(Cl)c1)C(=O)O (stereo partly drawn)	2%	10%	-4%	-3%	-2%	-2%	1%	3%	-3	1%	14%
CCOC(=O)N1CCN(C(=O)CCCCCn2c(=S)[nH]c3ccsc3c2=O)CC1	4%	1%	-7%	1%	1%	-3%	-16%	0%	-5	8%	-22%
Cc1c(C(=O)O)oc2ccc(S(=O)(=O)NCc3ccc4c(c3)OCO4)cc12	1%	8%	-1%	0%	-2%	-1%	-19%	-10%	23	-1%	9%
CCCSc1nnc(CSc2ncccn2)n1C	5%	1%	-3%	-6%	-2%	0%	1%	?	-1	·	0%
CC1CCN(C(=O)NC(=O)c2ccccc2)CC1	8%	2%	11%	-3%	2%	-1%	8%	-1%	-3	3%	-8%
Cc1ccc(-c2cc(N)n(-c3ccc(F)cc3)n2)cc1	1%	?	-4%	-1%	-2%	1%	-6%	?	-2	-1%	?
Cc1ccc(C(c2nnnn2CC2CCCO2)N2CCN(C(=O)c3ccco3)CC2)cc1 (stereo not drawn)	0%	0%	0%	-2%	3%	0%	11%	3%	6	1%	-21%
Cc1cc(C(F)(F)F)nn1CC(=O)NCc1cccs1	5%	?	-12%	0%	-1%	-2%	-2%	-6%	3	-8%	-7%
CN(C(=S)Nc1cccnc1)c1ccc(O)cc1	3%	4%	-7%	-2%	1%	-3%	-3%	0%	4	2%[46.1 µM]	-16%

More entries:
smiles	S-ASM inh	BCR signal inh	Tb PFK inh	PTAP TSG101 blk	AT treatment	Mito fusion yeast	Eya2 inh	ELG1 repair inh	TSHR antag	TCR activator	Integrin act MD
CC(C)CNC(=O)COC(=O)c1ccc(Cl)c(S(=O)(=O)N2CCc3ccccc32)c1	-5%	-12%	-3%	-1%	-7%	1%	-4%	-1%	-3	2%	15%
C/C(=N\NC(=O)c1cc2c(s1)CCC(C)C2)c1ccc[nH]1 (stereo not drawn)	9%	?	1%	0%	-5%	1%	5%	?	-17	12%	31%
COC(=O)c1sccc1-c1ccc(C(=O)Nc2cccc(Cl)c2)o1	171%	?	-12%	1%	-1%	1%	3%	?	-17	5%	29%
C=C(Br)Cn1c(CC(C)C)nc2ccccc21	0%	3%	-6%	-3%	6%	-5%	9%[15.4 µM]	-19%	-26	4%	8%
COc1ccccc1C(=O)NC(CCSC)C(=O)NNC(=O)C(C)Oc1ccccc1F (stereo not drawn)	3%	?	1%	0%	-2%	1%	1%	-2%	-2	·	-1%
N#CCSc1ncnc2ccccc12	3%	?	-4%	-4%	-2%	2%	9%	23µM*	4	-12%	-44%
CCOc1cc(CNn2cnnc2SCC(=O)NC(C)(C)C)ccc1OCC(=O)NC(C)(C)C	-2%	4%	-3%	-1%	-2%	-2%	0%	?	-1	-5%	-2%
Cc1cccc(C(=O)O/N=C(\N)Cc2cccc3ccccc23)c1	-1%	0%	1%	1%	14%	-1%	11%	-7%	-4	-5%	7%
COc1cccc(NC(=O)CSc2nncn2-c2ccccn2)c1	0%	?	2%	-6%	21%	2%	23%	11%	5	3%	1%
COc1ccc(OC)c(NC(=O)c2cccc(S(=O)(=O)N(Cc3ccccc3)c3ccccc3OC)c2)c1	0%	10%	-6%	-4%	-3%	1%	-3%	-1%	0	3%	0%
Cc1cc(Cl)ccc1OCC(=O)NN1C(=O)C2C3C=CC(C3)C2C1=O (stereo not drawn)	0%	4%	9%	-3%	17%	-9%	-21%	0%	18	-8%	-10%
Cc1nn(C)cc1S(=O)(=O)NCc1ccccc1Cl	4%	-1%	0%	-4%	2%	4%	-2%	7%	7	-4%	3%
O=C(CSc1ccccc1)NCc1cccnc1	6%	?	1%	-5%	2%	-3%	-6%	18%	7	2%	8%
COc1ccc([N+](=O)[O-])cc1NC(=O)C(C)OC(=O)c1ccccn1 (stereo not drawn)	-3%	0%	0%	0%	2%	-5%	6%	-2%	-1	-5%	1%
COc1ccc(S(=O)(=O)Nc2cccc(Cl)c2)cc1OC	2%	-19%	-1%	-5%	5%	5%	-6%	-3%	13	0%	-11%
CN(C)S(=O)(=O)N1CCN(CC(=O)Nc2ccc(Br)cc2)CC1	4%	-9%	-6%	2%	1%	-5%	-12%	19%	-5	3%	-26%
Cc1nn(CC(=O)NCc2cc3ccccc3[nH]2)c(C)c1[N+](=O)[O-]	-1%	-7%	-10%	-5%	-6%	-1%	7%	19%	0	-1%[46.1 µM]	-12%
COc1cc2c(cc1OC)C(COc1ccc([N+](=O)[O-])cc1)N(C(C)=O)CC2 (stereo not drawn)	0%	-14%	-9%	0%	10%	20%	2%	8.2µM*	-13	12%	-33%
COc1ccccc1C(=O)Nc1ccc(S(=O)(=O)Nc2nccs2)cc1	4%	2%	23%	0%	-11%	-5%	-17%	10%	0	-1%	-3%
O=C(Nc1ccc(N2CCOCC2)cc1)C1CC(=O)N(c2ccc(F)cc2)C1 (stereo not drawn)	0%	1%	4%	-4%	6%	-5%	4%	?	-7	-9%	-6%
CCN(CC)CCCN(C)C(=O)Cn1nc(Cc2ccncc2)c2ccccc2c1=O	-2%	7%	4%	-3%	-7%	-9%	-10%	15%	-2	0%	-2%
CC12CCC(=O)N1C(C(=O)N1CCN(S(=O)(=O)c3ccc(F)c(F)c3)CC1)CS2 (stereo not drawn)	1%	-3%	-2%	-2%	1%	-4%	1%	7%	-4	1%	-14%

Some of these compounds in order of formula weight, rising:
smiles	S-ASM inh	BCR signal inh	Tb PFK inh	PTAP TSG101 blk	AT treatment	Mito fusion yeast	Eya2 inh	ELG1 repair inh	TSHR antag	TCR activator	Integrin act MD
O=C(Nc1ccc(N2CCOCC2)cc1)C1CC(=O)N(c2ccc(F)cc2)C1 (stereo not drawn)	0%	1%	4%	-4%	6%	-5%	4%	?	-7	-9%	-6%
COc1cc2c(cc1OC)C(COc1ccc([N+](=O)[O-])cc1)N(C(C)=O)CC2 (stereo not drawn)	0%	-14%	-9%	0%	10%	20%	2%	8.2µM*	-13	12%	-33%
CN(C)S(=O)(=O)N1CCN(CC(=O)Nc2ccc(Br)cc2)CC1	4%	-9%	-6%	2%	1%	-5%	-12%	19%	-5	3%	-26%
